TWEAK-Fn14 inh: TWEAK-Fn14 signaling inhibition | TWEAK-stimulated Fn14 reporter cells, luciferase luminescence, 8 h | inhibition, % at 10 µM | hit rate 2% among 360,000 | AID 1159606; in the data active means inhibition above about 50%
TROY NFkB inh: inhibitors of TROY-dependent NF-kB signaling; Q293 LMP1-TROYcd NF-kB luciferase reporter, 4 h; inhibition, % at 10 µM; hit rate 0.98% among 360,000;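 active means compounds whose plate-normalised and pattern-corrected inhibition of the luciferase reporter signal at the single screening dose is 50% or more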
NCOA1 inh: inhibitors of human steroid receptor coactivator 1 (SRC1); Q15788; HEK293 GAL4-SRC1 luciferase reporter, luminescence; inhibition, % at 3.6 µM; hit rate 0.12% among 360,000;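 active means inhibition above the campaign mean plus 3 SD, with each screening campaign given its own cutoff, cut at about 60% in these data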;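 further: 0% = DMSO treated cells and 100% = gossypol at 36 µM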
TLR9-MyD88 block: TLR9-MyD88 interaction inhibition; Q9NR96+Q99836; CHO BLA complementation TLR9-MyD88, CCF4 FRET ratio; inhibition, % at 4.98 µM; hit rate 0.21% among 340,000; AID 504734;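 active means inhibition above the mean over all tested compounds plus 3 SD, cut at about 21% in these data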;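 further: 0% = DMSO only wells and 100% = clavulanate BLA inhibitor control wells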
ABHD5-PLIN5 inh: blocks binding of human ABHD5 to perilipin-5; Split G. princeps luciferase complementation, luminescence, 4 h; inhibition, % at 4 µM; hit rate 0.78% among 360,000; AID 602281;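 active means inhibition above the mean inhibition across every tested compound plus 3 SD, cut at about 22% in these data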;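 further: 0% = DMSO only wells and the 100% control is not disclosed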
NR5A2 inv ag: inverse agonists of human LRH-1 (NR5A2); HEK293T StAR-luciferase reporter, LRH-1 transfected, 24 h; inhibition, % at 3.6 µM; hit rate 0.13% among 360,000; AID 602396;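 active means inhibition above the mean inhibition of all tested compounds plus 3 SD, cut at about 73% in these data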;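 further: 0% = DMSO wells and 100% = reporter-only cells lacking LRH-1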
Target sequence (O00482 whole entry, looked up): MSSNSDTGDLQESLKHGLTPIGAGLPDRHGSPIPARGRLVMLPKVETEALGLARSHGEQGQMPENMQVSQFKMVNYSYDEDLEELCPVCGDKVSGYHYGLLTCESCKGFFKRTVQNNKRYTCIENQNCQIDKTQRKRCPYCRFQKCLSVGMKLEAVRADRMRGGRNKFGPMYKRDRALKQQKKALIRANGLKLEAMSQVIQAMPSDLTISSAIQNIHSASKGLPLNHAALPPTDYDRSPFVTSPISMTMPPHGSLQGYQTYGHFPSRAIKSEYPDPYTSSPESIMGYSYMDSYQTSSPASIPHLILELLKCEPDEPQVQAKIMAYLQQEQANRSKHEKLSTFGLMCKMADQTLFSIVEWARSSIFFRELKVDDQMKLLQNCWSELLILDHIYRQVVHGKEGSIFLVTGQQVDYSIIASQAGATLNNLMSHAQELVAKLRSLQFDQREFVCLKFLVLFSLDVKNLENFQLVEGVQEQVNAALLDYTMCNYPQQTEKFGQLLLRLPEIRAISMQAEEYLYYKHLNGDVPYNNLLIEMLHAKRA
NCOA3 inh: inhibitors of human steroid receptor coactivator 3 (SRC3); inhibition, % at 3.6 µM; Q9Y6Q9; hit rate 0.17% among 360,000; HEK293 GAL4-SRC3 luciferase reporter, luminescence;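 active means inhibition above a per-campaign cutoff, the mean of all compounds plus 3 SD, cut at about 60% in these data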;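 further: 0% = DMSO-treated cells and 100% = gossypol-treated cells at 36 µM; higher means less SRC3-driven luciferase light from the GAL4 reporter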
COUP-TFII inh: inhibitors of human COUP-TFII (NR2F2) | hit rate 0.7% among 370,000 | HEK293T NGFI-A luciferase reporter, luminescence | AID 686940 | inhibition, % at 8.6 µM | P24468;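 active means inhibition above a per-plate cutoff, mean inhibition of test wells between control levels plus 3 SD, cut at about 38% in these data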;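 further: cells cotransfected with COUP-TFII expression vector driving the NGFI-A reporter; 0% = median of COUP-TF2 test wells and 100% = reporter-only cells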
Exocytosis inh: blocks lytic granule exocytosis. inhibition, % at 10 µM. hit rate 0.66% among 360,000. AID 651702. TALL-104 LAMP-1 surface exposure, flow cytometry; cells stimulated with thapsigargin and PMA;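 active means inhibition above about 55%, limit read from the data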
SRC2 inh: human SRC2 (NCOA2) inhibition. HEK293 GAL4-SRC2 luciferase reporter, luminescence. inhibition, % at 9 µM. hit rate 0.17% among 370,000. Q15596;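 active means inhibition above the mean inhibition of all tested compounds plus 3 SD, set per campaign, cut at about 52% in these data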;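 further: 0% = DMSO treated cells and 100% = cells given Gossypol at 36 µM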
NOD2 RIPK2 PPI: inhibitors of human NOD2-RIPK2 interaction. O43353. CHO BLA complementation NOD2-RIPK2, CCF4 ratio. inhibition, % at 4.98 µM. hit rate 0.38% among 360,000; in the data active means inhibition above about 21%;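 further: 0% = vehicle only and 100% = reference blocker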
Target sequence (O43353 whole entry, looked up): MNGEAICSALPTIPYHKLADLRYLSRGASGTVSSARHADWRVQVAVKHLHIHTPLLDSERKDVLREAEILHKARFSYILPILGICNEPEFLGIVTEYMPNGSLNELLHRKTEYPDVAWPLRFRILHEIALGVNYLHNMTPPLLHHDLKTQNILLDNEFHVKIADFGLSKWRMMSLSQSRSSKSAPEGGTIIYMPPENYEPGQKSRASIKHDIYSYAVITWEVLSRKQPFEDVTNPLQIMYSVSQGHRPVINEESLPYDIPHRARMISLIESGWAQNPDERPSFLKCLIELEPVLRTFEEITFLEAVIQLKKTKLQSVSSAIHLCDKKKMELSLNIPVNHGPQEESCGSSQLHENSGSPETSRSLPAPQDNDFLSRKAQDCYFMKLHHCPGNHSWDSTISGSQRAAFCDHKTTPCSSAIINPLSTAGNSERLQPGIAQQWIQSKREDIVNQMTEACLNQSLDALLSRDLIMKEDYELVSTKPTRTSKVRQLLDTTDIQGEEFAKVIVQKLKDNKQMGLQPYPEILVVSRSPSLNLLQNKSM
Starred values were filed as active, the others as inactive; x = not tested or not shown. This is a subset. The share of hits here may be higher or lower than overall.

SMILES	TWEAK-Fn14 inh	TROY NFkB inh	NCOA1 inh	TLR9-MyD88 block	ABHD5-PLIN5 inh	NR5A2 inv ag	NCOA3 inh	COUP-TFII inh	Exocytosis inh	SRC2 inh	NOD2 RIPK2 PPI
COc1ccccc1NC(=O)Cn1nnc(C(=O)NCCc2ccccc2)c1N	5.6	-2.9	9.2	-9.2	-3.9	21.0	-11.3	4.0	15.5	14.3	-15.0
CC1(C)C(C=C(Cl)Cl)C1C(=O)OCc1cccc(Oc2ccccc2)c1 (stereo unspecified)	-6.0	-1.3	-4.6	0.8	-6.8	9.5	3.4	1.5	0.2	19.2	2.3
Nc1nc(=O)c2ccccc2s1	11.9	12.3	-13.9	-5.8	-14.6	-13.4	-19.9	2.9	6.8	-3.9	-0.6
Cc1ncoc1C(=O)N1CCCC(CCC(=O)NCc2ccc(F)c(F)c2)C1 (stereo unspecified)	6.5	-19.1	-9.9	-5.9	1.6	-1.7	0.1	-0.7	-2.2	-10.7	-3.6
CN1CCN(S(=O)(=O)c2cccc(C(=O)Nc3ccccc3N3CCOCC3)c2)CC1	3.0	15.8	-4.7	3.3	-0.6	-3.4	12.0	3.4	-0.2	13.2	1.9
CCC(CO)Oc1cc(NCc2ccc(Cl)cc2)c2ncn(C(C)C)c2c1 (stereo unspecified)	-0.2	3.7	14.8	-4.0	4.4	13.4	18.9	5.5	20.8	-8.0	-12.3
O=C(O)CC(CN1C(=O)c2ccccc2C1=O)c1ccccc1 (stereo unspecified)	6.1	15.6	-2.9	5.2	2.1	-0.6	6.0	14.2	-2.1	-10.5	-26.0
CCOC(=O)c1c(NC(=O)CCN2CCOCC2)sc(C)c1-c1ccccc1	-15.9	-2.9	-3.9	-3.6	-4.1	2.6	-9.8	9.9	0.7	-5.2	-5.9
CCn1c(CC(=O)Nc2ccc(C)cc2)nnc1SCC(=O)NCCc1ccccc1	-6.9	-7.1	-18.0	1.3	-4.1	-18.7	-7.6	-7.3	-0.5	6.4	-10.0
COc1ccc2c(c1)CCCC21NC(=O)N(CC(=O)N2CC(C)OC(C)C2)C1=O (stereo unspecified)	-3.1	11.9	-1.3	-0.5	11.2	18.0	12.9	-6.0	-2.6	-13.8	-20.4
Cc1cc(C)c(C)c(S(=O)(=O)N2C(=S)NC(=O)C2C(C)C)c1C (stereo unspecified)	-16.5	-5.1	-4.7	2.3	-4.2	3.0	14.7	5.0	-0.8	5.2	2.6
CCN(CC)S(=O)(=O)c1ccc(N2C(=O)Nc3ccccc3N2O)cc1	0.2	1.6	4.7	-35.9	-3.8	-7.3	1.6	8.7	-2.4	20.3	11.0
CC(C)Oc1ccc(NC(=O)c2ccncc2)cc1	-10.3	-19.4	-23.1	-1.9	0.2	-18.7	-34.9	3.2	0.8	-17.2	-4.5
O=C1CCCN1c1ccc(S(=O)(=O)NCc2ccc(F)cc2)cc1	0.8	14.6	-14.4	-5.3	-6.0	14.9	-7.4	6.7	1.6	-1.7	-13.6
O=C(Nc1ccc(C(=O)O)cc1)/C(=C\c1cccc([N+](=O)[O-])c1)NC(=O)c1ccc(Br)o1	-1.5	-1.0	11.8	-7.1	6.8	12.1	-1.8	-2.4	0.2	-9.3	-16.1
C[C@H](NC(=O)c1[nH]cnc1C(=O)Nc1ccc(CNC(=O)OC(C)(C)C)cc1)C(=O)OCc1ccccc1	51.9*	74.5*	-15.3	-1.1	5.3	-3.4	0.4	-13.2	-1.5	13.3	-7.7
CCOC(=O)c1cnc(-c2ccccc2)nc1N(C)C	-9.6	-45.9	-78.1	9.8	0.1	-84.7	-50.3	-27.2	-1.5	-41.9	-6.7
CCN(CC)CCCN1C(=O)C(O)=C(C(=O)c2cc3cccc(OC)c3o2)C1c1ccncc1 (stereo unspecified)	-19.6	-3.5	-2.8	-3.2	8.1	22.5	-54.9	10.8	-1.1	4.0	-4.6
O=C(N/N=C/c1cc([N+](=O)[O-])ccc1O)c1ccc(COc2ccc3c(c2)CCC3)o1	-10.6	-24.9	6.3	-10.3	-3.1	-4.5	-12.9	4.8	4.1	-11.7	-3.7
CC1(C)c2ccccc2N2CC(=O)N[C@@]21/C=C/C=C/c1ccccc1	20.1	8.7	7.0	3.8	34.3*	-12.7	16.7	-7.1	1.5	16.6	-0.6
COc1ccc(OC)c(-c2cc(C(=O)Nc3c(C)nn(Cc4ccc(Cl)cc4)c3C)no2)c1	33.7	14.4	21.5	0.0	6.4	-10.8	28.8	1.9	-0.7	0.8	1.5
N#Cc1ccccc1S(=O)(=O)N1CCN(C(=O)C2COc3ccccc3O2)CC1 (stereo unspecified)	-15.6	-4.5	-38.6	6.3	-0.3	7.8	-11.7	-6.2	4.1	2.4	-3.6
CCN(CC)C(C)C(=O)NCC1(c2ccccc2)CCOCC1 (stereo unspecified)	0.9	-9.7	-5.3	6.8	-1.6	-15.5	5.3	5.8	-0.5	2.4	1.3
O=C(Cc1ccccc1)NCC(=O)N/N=C/c1cccnc1	14.5	-2.1	2.2	-2.8	-0.8	6.6	13.8	-0.3	-0.5	-3.6	5.0
CN(C)CCNC(=O)C(=O)NCC1OCCN1S(=O)(=O)c1ccc2c(c1)OCCO2 (stereo unspecified)	-9.4	-6.9	-16.0	-1.3	-1.5	-1.6	6.9	-1.2	4.8	9.5	-3.8
C[C@H](CO)N1C[C@H](C)[C@@H](CN(C)S(=O)(=O)c2ccc(F)cc2)Oc2ccc(NC(=O)NC3CCCCC3)cc2C1=O	12.1	-10.2	0.2	-6.9	-7.6	17.2	-7.0	-3.7	-3.4	-21.0	-3.2
COc1cc(C(=O)N2C(=O)c3cccc(N)c3C2=O)cc(OC)c1OC	14.1	-4.4	-14.3	20.9*	0.8	0.9	-2.0	-11.8	0.4	15.3	2.3
CC(C)NC(=O)Nc1cccc2c1O[C@H](CN(C)C(=O)Nc1ccccc1)[C@@H](C)CN([C@H](C)CO)C2=O	-6.0	-4.5	-62.6	-8.2	-3.0	-5.2	22.5	6.4	25.0	15.8	9.3
CCCC1C2CN(C(C)=O)CC=C2C(C#N)=C(N)C1(C#N)C#N (stereo unspecified)	4.1	8.2	-1.8	-1.8	-0.9	7.3	4.7	2.5	2.6	0.3	-17.7
CCOc1ccc(N(C)C(=O)CCc2nnc3ccc(N4CCC5(CC4)OCCO5)nn23)cc1	10.3	-20.4	-7.9	-6.0	5.3	20.5	4.9	-2.5	1.7	-0.4	5.6
CN(C)C(CNc1ccc([N+](=O)[O-])cc1C#N)c1ccccc1 (stereo unspecified)	8.0	6.7	0.8	-0.4	2.2	-0.1	6.0	-4.0	2.7	-3.3	-15.5
CC1=C(C#N)C(=O)NC(C)(C)C1	0.0	16.5	-21.1	-3.3	-10.7	4.5	-12.9	-8.0	9.7	13.1	-10.9
Cc1cccc(CSCC(=O)NCc2ccc(S(N)(=O)=O)cc2)c1	11.4	8.8	-1.7	11.8	-1.7	0.5	5.5	-12.9	-1.9	15.6	-10.4
O=C(NC(=S)Nc1ccccc1[N+](=O)[O-])c1cncc(Br)c1	-19.7	-36.5	-41.9	0.3	-0.5	-23.1	-20.0	-29.9	4.9	-20.0	10.0
COc1ccc(C(=O)NCCS(=O)(=O)N2CCc3ccccc3C2)cc1	-4.5	8.6	-6.0	-0.2	1.4	-5.6	7.8	-8.9	2.8	11.9	3.9
c1csc(-c2noc(COc3ccc4c(c3)CCCC4)n2)c1	-14.7	-54.2	-88.1	-0.1	-16.5	-117.0	-96.2	-24.2	3.1	-36.7	-4.5
Cc1cccn2c(NC(=O)c3ccccc3F)c(-c3ccccc3)nc12	-8.8	1.7	-0.9	-3.3	5.1	-4.8	-5.1	3.2	-7.8	-3.1	-6.4
CCOC(=O)C1=C(CC)OC(N)=C(C#N)C1c1ccc(OC)c(C)c1OC (stereo unspecified)	16.7	-3.3	-0.3	0.8	-3.5	-12.7	11.3	-4.4	-4.3	5.1	2.8
CNC(=S)N(CCc1cccc(C)c1)Cc1cc2cc(OC)c(OC)cc2[nH]c1=O	-24.6	-0.6	6.0	-0.8	-5.2	-7.1	6.7	7.3	4.0	25.6	-5.2
CCOC(=O)c1cnc2c(c(C)nn2C)c1Oc1cc(Cl)cc(Cl)c1	-22.4	-32.2	9.0	-13.5	-1.4	4.9	8.5	10.5	-2.6	-18.3	5.0
O=C(N/N=C\c1ccoc1)c1ccco1	17.9	-29.8	-53.4	-10.8	0.6	-118.8	-58.2	-37.8	-1.6	-52.4	-6.9
CCOC(=O)C1CCN(C(=O)Cc2c(C(=O)O)n(C)c3ccccc23)CC1	6.9	-4.1	5.3	8.1	0.3	-4.2	7.8	-10.5	2.4	-14.9	-3.3
CCN(c1ccc(OC)cc1)S(=O)(=O)c1ccc2c(c1)CC(C)N2C(=O)C1CC1 (stereo unspecified)	0.6	-12.7	1.4	-11.8	1.5	0.6	-2.4	-2.1	0.2	0.3	1.5
CO[C@@H]1CN(C)C(=O)c2cc(NC(=O)Nc3ccc(Cl)cc3)ccc2OC[C@H](C)NC[C@H]1C	x	x	x	x	1.4	-6.1	x	-6.3	3.9	-27.2	7.8
CC(=O)[C@H]1CC[C@H]2[C@@H]3C=CC4=CC(=O)CC[C@@]4(C)[C@@H]3CC[C@]12C	-4.2	-12.6	-5.7	-1.1	5.2	-28.3	-26.3	0.1	-1.0	-3.2	-0.4
CCC(C)C(=O)Nc1c2c(nc3c1CCC3)CCCC2 (stereo unspecified)	-3.7	-17.4	2.3	-7.6	5.0	1.7	-17.1	9.1	-3.3	-10.2	-4.8
Cc1c(C(=O)NCc2n[nH]c(=S)n2-c2ccc(F)cc2)cccc1[N+](=O)[O-]	-3.0	7.4	-8.3	0.4	-0.4	2.5	1.2	-14.0	-7.9	-10.7	-6.3
COc1cc(/C=N/NS(=O)(=O)c2ccc3ccccc3c2)ccc1OCCN1CCOCC1	10.2	12.6	0.9	-9.8	10.7	3.6	-2.5	-26.0	-3.0	-16.2	4.5
O=C(NCCNC(=O)c1ccco1)c1cccc(F)c1	-1.8	51.7*	10.3	2.6	7.3	-17.7	-13.8	8.0	-0.7	-9.6	0.2
CCc1nc2ccc(C(=O)NCc3ccccc3OC)cn2c1N(CC)CCN(C)C	6.1	8.1	-2.6	x	-2.4	-8.1	-0.7	-0.7	3.6	1.2	0.1
COc1ccc(-c2nc[nH]c2[N+](=O)[O-])cc1	-1.2	-3.2	1.0	-3.7	5.8	2.5	11.4	1.8	0.5	-7.0	-7.6

Some of the entries above, reformatted:
| mol | TWEAK-Fn14 inh | TROY NFkB inh | NCOA1 inh | TLR9-MyD88 block | ABHD5-PLIN5 inh | NR5A2 inv ag | NCOA3 inh | COUP-TFII inh | Exocytosis inh | SRC2 inh | NOD2 RIPK2 PPI |
| --- | --- | --- | --- | --- | --- | --- | --- | --- | --- | --- | --- |
| O=C(Cc1ccccc1)NCC(=O)N/N=C/c1cccnc1 | 14.5 | -2.1 | 2.2 | -2.8 | -0.8 | 6.6 | 13.8 | -0.3 | -0.5 | -3.6 | 5.0 |
| CN(C)CCNC(=O)C(=O)NCC1OCCN1S(=O)(=O)c1ccc2c(c1)OCCO2 (stereo unspecified) | -9.4 | -6.9 | -16.0 | -1.3 | -1.5 | -1.6 | 6.9 | -1.2 | 4.8 | 9.5 | -3.8 |
| C[C@H](CO)N1C[C@H](C)[C@@H](CN(C)S(=O)(=O)c2ccc(F)cc2)Oc2ccc(NC(=O)NC3CCCCC3)cc2C1=O | 12.1 | -10.2 | 0.2 | -6.9 | -7.6 | 17.2 | -7.0 | -3.7 | -3.4 | -21.0 | -3.2 |

Screens (PubChem)
